Insulin prom up: MIN6 insulin promoter up-regulation | MIN6 insulin promoter-GFP reporter, high-content imaging; stronger effect = higher value | z-score at 5 µM | 0.3% of 190,000 active;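 active = z-score above 3 at 5 µM with at least 500 cells counted in the well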
AID2073: disruptors of CaV2.2 binding to Mint1 – biochemical, HTRF (AID 2073); HTRF protein-protein interaction, Mint1-CaV2.2; higher % means a stronger effect; one-dose inhibition, % at 20 µM; IC50 in µM for titrated hits; 0.19% of 290,000 active; in the data active = inhibition mostly above about 51%, no sharp cut-off; note: some results filed as inactive read as strong as hits
b-catenin transl: modulators of beta-catenin nuclear translocation; HeLa beta-catenin nuclear translocation, immunofluorescence imaging; AID 1665; 0.3% of 190,000 active; nuclear translocation activity, % at 5 µM;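 active = nuclear translocation activity above 50% at 5 µM, with a well cell count of 50 or more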;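 note: per-cell ratio of nuclear to cytoplasmic median beta-catenin stain intensity; plate controls were DMSO negative control for no effect and GSK-3 inhibitor IX positive control for full effect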
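assay system = human HeLa cells, endogenous beta-catenin | times = compound treatment 24 h, 37°C, 5% CO2 | detection = Anti-beta-catenin immunofluorescence on PFA-fixed, Triton-permeabilized cells, DAPI nuclei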
HIV peptide binding: inhibitors of HIV fusion peptide binding, primary screen, biochemical, uHTS, fluorescence dequenching (AID 1986); cell-free peptide binding, fluorescence dequenching, 30 min; higher % means a stronger effect; one-dose inhibition, % at 20 µM; IC50 in µM for titrated hits; 0.3% of 290,000 active; in the data active = inhibition mostly above about 52%, no sharp cut-off; inactive = mostly below about 76%; note: some results filed as inactive read as strong as hits
Dynein transport: blocks dynein driven cargo transport along microtubules. 3617.4 mouse cells, GR-EGFP nuclear translocation imaging; test concentration mostly 20 µM; stimulated with dexamethasone, 1 µM; stronger effect = lower value. z-score, hits read low. 0.47% of 220,000 active. AID 1381;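 active = plate z-score of nuclear minus cytoplasmic receptor signal below a set negative limit, without overly bright fluorescence or cell loss, cut at about -3.5 in these data, passing the limit was not always enough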;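 note: z-score of nuclear minus cytoplasmic ring GR-EGFP intensity difference per well; some compounds called inactive have numbers as strong as hits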
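medium = tetracycline-free induction medium containing charcoal-stripped FBS | also added = 1.0 µM final dexamethasone stimulus | schedule = 48 h induction, 1 h compound, 30 min dex at 37 °C | technique = fixed, Hoechst-stained cells imaged at 10x for EGFP | measure = GR-EGFP nuclear translocation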
MT stabilize HCS: microtubule stabilization, imaging screen | HeLa tubulin immunostaining HCS, 24 h; share of cells brighter than vehicle mean+2SD | 0.83% of 200,000 active | % tubulin-high responders, % at 10 µM;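 active = plate Z-score above 3 for both tubulin-high and condensed-nucleus cell shares, with cell loss under 80%, at 10 µM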;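 note: anti alpha tubulin signal scored within the nucleus-defined area of each cell; some results filed as inactive read as strong as hits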
Yfh1-off respiration: enhancers of respiration in Yfh1-depleted yeast, dose response, Friedreich's ataxia, plus single-dose screen (AID 1465). S. cerevisiae Yfh1-off respiration, WST-1 reduction, 72 h; higher fold induction means a stronger effect. fold induction at 50 µM; hits with a dose series show EC50 in µM. 0.074% of 220,000 active;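 active = fold induction of absorbance versus untreated yeast above a set limit, then at least 30% activation at any dose in follow-up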;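 note: activators that raise dye reduction in frataxin-depleted yeast; strong numbers were not always called active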
WT yeast gro inh: growth inhibition of WT yeast, mitochondrial fusion screen; mitochondrial fusion phenotypic screen, WT strain; inhibition, % at 10 µM; 2.1% of 190,000 active; AID 1362; in the data active = inhibition above about 58%; tested in S. cerevisiae
Autophagy mod: modulators of autophagy; 0.98% of 190,000 active; AID 463193; MEF GFP-LC3 puncta imaging; test concentration mostly 10 µM; calls only at 10 µM (by protocol);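 active = percentage of spot-positive cells more than 3 SD above its plate mean, without a fluorescence outlier flag or 80% toxicity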;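 note: spot-positive cell cutoff set from DMSO-treated cells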
WT yeast gro inh mutant strain: second read-out of WT yeast gro inh, no call of its own (marks repeat the call); inhibition, %; mitochondrial fusion phenotypic screen, mutant strain inhibition
Dynein transport cytoplasmic EGFP: second read-out of Dynein transport, no call of its own (marks repeat the call); z-score; measured here: cytoplasmic GR-EGFP intensity; stronger effect = higher value
Dynein transport nuclear GR-EGFP: also measured in Dynein transport; calls as there; z-score; measured here: nuclear GR-EGFP intensity;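 lower value marks the stronger effect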
Dynein transport cell count: recorded beside Dynein transport, whose call it bears; z-score; measured here: cell count per field
Insulin prom up cell count: further read-out of Insulin prom up, marked with its call; cell count; measured here: cytotoxicity, nuclei count;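 total cells summed across four imaged fields per well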
b-catenin transl cell count 5 µM: second read-out of b-catenin transl, no call of its own (marks repeat the call); cell count; measured here: cell count, cytotoxicity flag
MT stabilize HCS Hoechst-high %: also measured in MT stabilize HCS; calls as there; % Hoechst-high responders; measured here: nuclear condensation Hoechst responders;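 share of cells brighter than vehicle mean plus two SD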
MT stabilize HCS cytotoxicity %: further read-out of MT stabilize HCS, marked with its call; toxicity, %; measured here: cytotoxicity by cell density;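 0% = mean cell density of plate MIN control wells and 100% = no cells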
Autophagy mod cell loss 18 h: second read-out of Autophagy mod, no call of its own (marks repeat the call); toxicity, %; measured here: cell loss, nuclei count;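 cell loss after 18 h compound exposure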
Starred values were filed as active, the others as inactive; i = inactive; · = not tested or not shown.

SMILES	Insulin prom up	Insulin prom up cell count	AID2073	b-catenin transl	b-catenin transl cell count 5 µM	HIV peptide binding	Dynein transport	Dynein transport cytoplasmic EGFP	Dynein transport nuclear GR-EGFP	Dynein transport cell count	MT stabilize HCS	MT stabilize HCS Hoechst-high %	MT stabilize HCS cytotoxicity %	Yfh1-off respiration	WT yeast gro inh	WT yeast gro inh mutant strain	Autophagy mod	Autophagy mod cell loss 18 h
O=C1OC(Oc2ccccc2)(c2ccccc2)c2ccccc21 (stereo not drawn)	-0.37	1658	-1%	-0.8	1323	1.7%	0.51	-0.22	0.79	-0.22	4.2	1.2	3.4	i	23	15	i	-33
Cc1ccc(S(=O)(=O)N2CCC(C(=O)N(C)C3CCS(=O)(=O)C3)CC2)cc1 (stereo not drawn)	-0.2	894	2%	-1.8	1169	1.1%	-0.56	-0.071	-0.32	1.2	1.7	1.2	8.5	i	-14	14	i	2
Cc1c(C(=O)NNc2cc(=O)n(C)c(=O)n2C)cccc1[N+](=O)[O-]	-0.15	1401	4%	-3.3	1217	0.6%	-0.31	-0.053	0.17	0.27	3.2	1.4	8.5	i	-12	7	i	-3
COc1ccc(CN(C)CC(=O)Nc2ccc(Cl)cc2C(F)(F)F)c(OC)c1	-1.4	1527	0%	3.4	1085	1.3%	0.037	-0.14	-0.12	-1.4	2.5	1.6	5.7	i	34	-10	i	-4
C/C=C/c1ccc(OCCOc2cccc3cccnc23)c(OC)c1	0.6	1407	17%	-1.2	985	-3.1%	1.6	-0.19	0.72	-0.74	4.6	2.1	6.2	i	18	16	i	12
CC(C)NC(=S)NC(=O)/C=C/c1ccc(F)cc1	0.18	1173	3%	0.1	493	1.4%	0.94	-0.28	0.49	-0.78	2.5	1.4	3.4	i	18	17	i	6
COc1ccc(C)c2sc(NNC(=O)COc3ccccc3)nc12	0.55	1662	5%	-1.1	1002	-2.8%	-0.26	-0.26	-0.13	0.23	2.4	1.4	9.3	i	-4	5	i	4
CC1(NC(=O)C23CC4CC(CC(C4)C2)C3)CCS(=O)(=O)C1 (stereo not drawn)	1.8	1256	-7%	-8.9	1185	-0.8%	0.058	-0.22	0.32	0.41	4.6	2.5	5.9	i	-6	-11	i	6
Cn1nc(-c2ccc(Cl)cc2)nc2c(=O)n(C)c(=O)nc1-2	-0.4	1245	-4%	-0.7	644	-0.6%	-3	0.19	-1.4	-0.57	15*	14*	32*	i	-12	-4	i	38
CCSc1nc(=S)cc(C)[nH]1	0.5	1344	5%	-1.0	1087	1.4%	-0.67	-0.24	-0.24	0.45	·	·	·	i	·	·	·	·
Cc1ccc(C(=O)Nc2cccc(C(=O)O)c2)cc1S(=O)(=O)N1CCCCC1	0.68	1203	7%	0.0	841	-1.6%	0.28	-0.21	0.42	0.17	2.0	1.8	1.2	i	5	-10	i	11
Fc1cc(F)c2nc(Nc3nc4cc5c(cc4s3)OCO5)sc2c1	0.31	1291	18%	0.3	913	-5.3%	-0.074	-0.22	-0.24	0.33	4.0	3.7	6.8	i	23	-15	i	-16
CCSc1nnc(NC(=O)CN2C(=O)C3CC=CCC3C2=O)s1 (stereo not drawn)	-0.65	1387	3%	2.0	790	0.4%	-0.25	-0.066	0.0084	0.01	3.5	0.8	19	i	0	4	i	13
CSc1nc(N(CCO)CCO)c2sc3nc(-c4ccco4)c4c(c3c2n1)CCC4	0.08	1337	72%*	-0.9	1031	26%	-1	0.074	-0.021	1.2	2.9	3.3	20	i	12	-7	i	-13
CCN(CC)CCCN1C=C2C(=O)C(C)(OC(=O)CCc3ccccc3)C(=O)C=C2C=C1c1ccc(C#N)cc1 (stereo not drawn)	0.88	660	24%	2.1	1099	9.6%	1.5	-0.82	0.69	-0.41	·	·	·	i	·	·	·	·

One compound at a time, as listed above. Values in the order: Insulin prom up | Insulin prom up cell count | AID2073 | b-catenin transl | b-catenin transl cell count 5 µM | HIV peptide binding | Dynein transport | Dynein transport cytoplasmic EGFP | Dynein transport nuclear GR-EGFP | Dynein transport cell count | MT stabilize HCS | MT stabilize HCS Hoechst-high % | MT stabilize HCS cytotoxicity % | Yfh1-off respiration | WT yeast gro inh | WT yeast gro inh mutant strain | Autophagy mod | Autophagy mod cell loss 18 h
Listed for Cc1ccc(C(=O)Nc2cccc(C(=O)O)c2)cc1S(=O)(=O)N1CCCCC1 = 0.68 | 1203 | 7% | 0.0 | 841 | -1.6% | 0.28 | -0.21 | 0.42 | 0.17 | 2.0 | 1.8 | 1.2 | i | 5 | -10 | i | 11
Listed for Cn1nc(-c2ccc(Cl)cc2)nc2c(=O)n(C)c(=O)nc1-2 = -0.4 | 1245 | -4% | -0.7 | 644 | -0.6% | -3 | 0.19 | -1.4 | -0.57 | 15* | 14* | 32* | i | -12 | -4 | i | 38

Continued:
SMILES	Insulin prom up	Insulin prom up cell count	AID2073	b-catenin transl	b-catenin transl cell count 5 µM	HIV peptide binding	Dynein transport	Dynein transport cytoplasmic EGFP	Dynein transport nuclear GR-EGFP	Dynein transport cell count	MT stabilize HCS	MT stabilize HCS Hoechst-high %	MT stabilize HCS cytotoxicity %	Yfh1-off respiration	WT yeast gro inh	WT yeast gro inh mutant strain	Autophagy mod	Autophagy mod cell loss 18 h
COc1ccc(OC)c(C2C(C(C)=O)=C(O)C(=O)N2CCC(=O)O)c1 (stereo not drawn)	0.02	1223	10%	-2.3	1247	3.5%	2.4	-0.13	1.4	-1	1.4	2.0	12	i	-4	-16	i	26
CCS(=O)c1scc(-c2ccc(Cl)cc2)c1C#N (stereo not drawn)	-0.29	1337	-5%	-1.1	1162	-1.2%	0.14	-0.29	0.0086	0.23	·	·	·	i	·	·	·	·
Cc1cc(C)n(Cc2ccc(NC(=O)c3ccc(COc4ccccc4Br)cc3)cc2)n1	·	·	17%	·	·	-1.1%	1.3	-0.17	0.43	-1.4	7.4	1.8	0.0	·	35	19	i	25
COc1ccc(-c2nc(CSCC(=O)NC3CCCc4ccccc43)c(C)o2)cc1OC (stereo not drawn)	0.06	935	-6%	·	·	1.5%	0.051	-0.16	0.038	-0.77	3.7	2.4	6.8	i	28	2	i	5
CC(NC(=O)C1CCC(CNc2c(N3CCCCC3)c(=O)c2=O)CC1)c1ccccc1 (stereo not drawn)	0.48	1004	9%	-0.6	1285	-0.6%	-0.64	-0.77	-0.59	0.32	·	·	·	i	·	·	·	·
O=C(NCCc1ccccc1)C(c1ccccc1)N(C(=O)c1csnn1)C1CC1 (stereo not drawn)	-0.44	1613	0%	-3.7	987	-0.4%	-0.98	-0.26	-0.28	0.31	1.0	1.2	5.9	i	5	-3	i	-3
O=P(COCCOCCOCP(=O)(c1ccccc1)c1ccccc1)(c1ccccc1)c1ccccc1	-0.02	1674	-9%	-0.7	923	-0.1%	-0.13	-0.26	0.43	0.32	0.8	1.6	0.5	i	6	-8	i	-5
CCN1CCN(CC(=O)Nc2cc(C)c(C)cc2[N+](=O)[O-])CC1	0.63	1368	2%	-3.1	1234	0.3%	0.32	-0.22	-0.029	0.085	5.1	2.1	6.3	i	-2	13	i	5
CN(c1ccccc1)S(=O)(=O)c1cccc(NC(=O)c2cncc(Br)c2)c1	-0.25	1034	0%	-0.1	1281	0.3%	1.5	-0.46	1.1	-1.7	·	·	·	i	·	·	·	·
O=S(=O)(NCc1ccco1)N1CCOCC1	-0.29	1271	9%	-0.8	1083	0.9%	0.093	-0.2	0.38	-0.25	3.1	2.6	4.2	i	10	33	i	0
C[C@@H]1CN(C(=O)c2nc3ccc(Cl)cn3c2CNCC[C@@H]2C[C@@H]3C=C[C@H]2C3)C[C@H](C)O1	0.9	1369	-4%	-5.1	1044	2.3%	-0.046	-0.28	0.13	0.07	1.4	1.5	5.7	i	15	20	i	14
COC(=O)c1ccccc1NC(=O)c1ccc(COc2ccc(C)c(C)c2)o1	0.4	1513	-3%	-2.2	1371	-1.2%	-0.89	-0.19	-1.1	0.75	2.5	0.9	3.6	i	17	1	i	-1
CCOCCCN(C(=O)c1ccco1)C(C(=O)NC1CCCC1)c1cccc(OC)c1OC (stereo not drawn)	-0.26	1276	6%	-3.1	883	0.8%	-0.52	-0.22	-0.062	0.53	6.3	3.5	4.5	i	-3	2	i	-1
CSc1ncccc1C(=O)OCC(=O)c1cc2ccccc2o1	-0.01	1170	8%	1.2	1118	1.6%	0.3	-0.35	0.26	0.018	4.0	3.1	4.5	i	3	-1	i	6
CC(=O)OC1CC(c2cc(C(C)(C)C)c(O)c(C(C)(C)C)c2)=NO1 (stereo not drawn)	0.49	1094	0%	0.3	1256	1.2%	-0.026	-0.25	0.0036	0.24	·	·	·	i	·	·	·	·
Cc1ccc(S(=O)(=O)N2CCOCC2)cc1C(=O)OCC(=O)Nc1ccc2c(c1)OCO2	0.1	1194	12%	-1.7	1159	-3.1%	0.87	-0.11	0.95	0.22	3.0	0.7	10.0	i	9	-7	i	35
COc1cc(OC)c(C2SCCN2S(=O)(=O)c2ccc(F)cc2)cc1OC (stereo not drawn)	0.91	1340	-2%	·	·	-0.7%	-0.11	-0.17	0.085	1.1	2.8	2.9	20	i	-3	-8	i	-1
CCN(CC)C(C)C#CCC(c1ccccc1)c1ccccc1 (stereo not drawn)	-0.02	1064	0%	-0.6	1308	-0.2%	0.61	-0.49	0.56	-1.7	·	·	·	i	·	·	·	·
Cc1c(NC(=S)NC(=O)CC(C)C)c(=O)n(-c2ccccc2)n1C	-0.13	1256	-7%	·	·	1.8%	-0.23	-0.35	0.033	-0.054	2.7	1.8	9.7	i	-19	26	i	2
COc1ccc(OCC(=O)N/N=C/c2ccc(N(C)C)cc2)cc1	-0.07	1107	2%	·	·	-2.6%	0.31	-0.26	0.16	0.53	5.9	1.6	9.7	i	-2	9	i	-28
Cc1cc(C)n2c(SC/C(O)=C(\C#N)c3nc4ccccc4[nH]3)nnc2n1	·	·	26%	-4.3	1048	-0.6%	1.6	-0.24	0.56	-0.5	5.3	1.9	5.3	i	-10	-3	i	12

Screening results as filed in PubChem.
